ABHD4 inh – ABHD4 inhibitors, primary screen, biochemical, fluorescence polarization, mouse; 370,000 compounds, 0.54% hits; inhibition, % at 8.92 µM; (Lyso)-N-acylphosphatidylethanolamine lipase (Mus musculus), Q8VD66; purified mABHD4, FP-Rh probe fluorescence polarization; AID 720543, 2013;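 active = inhibition exceeding the mean over every tested compound plus 3 SD, cut at about 30% in these data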;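 note: 0% = plate median of compound wells and 100% = S159A mutant with DMSO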
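Assay system: mouse ABHD4 enzyme, wild type / Also added: fluorescent activity-based probe FP-Rh / Doses: single nominal dose of 8.92 µM, 0.89% DMSO final / Timing: 45 min compound pre-incubation plus 60 min probe step, 25 °C / Signal: FP readout, ex 525 nm / em 598 nm / Control set: S159A mutant/DMSO as 100%, compound-well median as 0%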
rCAG binder – binders of r(CAG) RNA repeats, primary screen, biochemical, fluorescence. inhibition, % at 3 µM. 370,000 compounds, 1.3% hits. r(CAG) RNA repeat, TO-PRO-1 dye displacement fluorescence;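 active = inhibition above the plate cutoff, the mean of all test compounds on that plate plus 3 SD, cut at about 35% in these data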;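 note: 0% = DMSO alone and 100% = 100 µM mitoxantrone as full dye displacement; higher means more dye released from RNA so lower well fluorescence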
UHRF1 binding – UHRF1 methylated DNA binding inhibitors, primary screen, counter-screen for MBD2 inhibitor project, biochemical, TR-FRET, human UHRF1, single concentration; E3 ubiquitin-protein ligase UHRF1 (Homo sapiens), Q96T88; UHRF1 binding to methylated oligo; inhibition, % at 4.4 µM; 370,000 compounds, 0.75% hits; in the data active = inhibition above about 21%;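 note: UHRF1 SRA domain binding a hemimethylated CpG hairpin DNA probe; 0% = median of test compound wells and 100% = reference inhibitor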
NR1D1 modulator – modulators of Rev-erb alpha DNA binding, primary screen, biochemical, FITC-DNA, fluorescence polarization, uHTS | Nuclear receptor subfamily 1 group D member 1 (Homo sapiens), P20393 | Rev-erbα–FITC-DNA binding, 90 min | activity, % at 10 µM | 370,000 compounds, 0.79% hits | AID 1259318, 2017;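 active = activity above about 14%, limit read from the data; passing the limit was not always enough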;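 note: 0% = DMSO wells with 35 nM protein and 100% = DMSO wells with 750 nM protein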
Target sequence (P20393 whole entry, looked up): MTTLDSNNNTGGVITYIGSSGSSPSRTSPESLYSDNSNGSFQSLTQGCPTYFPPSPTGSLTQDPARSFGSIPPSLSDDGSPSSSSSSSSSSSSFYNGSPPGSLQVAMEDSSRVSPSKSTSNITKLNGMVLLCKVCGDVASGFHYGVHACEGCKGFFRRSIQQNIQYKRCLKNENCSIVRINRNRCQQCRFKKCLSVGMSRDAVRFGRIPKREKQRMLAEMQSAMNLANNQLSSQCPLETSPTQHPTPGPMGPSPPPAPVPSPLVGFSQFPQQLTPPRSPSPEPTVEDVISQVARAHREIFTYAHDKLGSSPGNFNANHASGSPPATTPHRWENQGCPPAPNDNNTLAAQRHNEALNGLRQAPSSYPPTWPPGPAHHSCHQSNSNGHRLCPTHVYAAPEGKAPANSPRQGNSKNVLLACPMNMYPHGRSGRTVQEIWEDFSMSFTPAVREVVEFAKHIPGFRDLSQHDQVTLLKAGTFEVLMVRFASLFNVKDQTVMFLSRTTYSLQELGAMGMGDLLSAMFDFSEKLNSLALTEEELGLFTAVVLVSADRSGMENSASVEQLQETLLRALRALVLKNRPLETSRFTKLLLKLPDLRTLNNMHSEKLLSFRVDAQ
TCR CD3 inh – inhibitors of human TCR-CD3 interaction, primary screen, biochemical, fluorescence, TAMRA-labeled TCR probe | T-cell receptor (TCR) | inhibition, % at 9.4 µM | 360,000 compounds, 0.37% hits | AID 651800, 2012; in the data active = inhibition above about 19%;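 note: recombinant mutant TCR 2C K166C tagged with TAMRA read by polarization; 0% = receptor in buffer alone and 100% = receptor with positive control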
LEDGF integ inh – blockers of LEDGF/p75-dependent integrase strand transfer – biochemical, TR-FRET, high throughput, primary screen; HIV-1 integrase (with human LEDGF/p75); TR-FRET IN-LEDGF/p75 DNA integration, Eu/Cy5; inhibition, % at 3.7 µM; 370,000 compounds, 0.64% hits; AID 743269, 2014;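 active = inhibition above the screen-wide mean plus 3 SD, cut at about 13% in these data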;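 note: signal is the Cy5 over europium emission ratio at 671 and 618 nm; 0% = plate median of compound wells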
PRMT1 FP inh – PRMT1 methyltransferase inhibitors, primary screen, biochemical, fluorescence polarization; Protein arginine N-methyltransferase 1 (Homo sapiens), Q99873; recombinant PRMT1, activity-based probe fluorescence polarization; inhibition, % at 2.79 µM; 370,000 compounds, 1.3% hits; AID 652257, 2013;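 active = inhibition above about 21% made by adding two undisclosed values, limit read from the data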
HTRA1 inh – HTRA1 serine protease inhibitors, primary screen, biochemical, fluorescence polarization, HTS. Q92743. 340,000 compounds, 0.5% hits. recombinant HTRA1, FP-rhodamine activity-based probe. inhibition, % at 5.96 µM; in the data active = inhibition above about 36%;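 note: 0% = enzyme with DMSO and 100% = wells lacking enzyme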
PG9 binder – binders of HIV-1 gp120 antibody PG9, primary screen, biochemical, TR-FRET | HIV-1 gp120 / PG9 antibody interaction | TR-FRET gp120-PG9 antibody binding | inhibition, % at 6.7 µM | 360,000 compounds, 0.43% hits; in the data active = inhibition above about 8.5%
MBD2 inh – inhibitors of MBD2 binding to methylated DNA, primary screen, biochemical, TR-FRET, DNA-binding domain, human; inhibition, % at 4.4 µM; AID 686964, 2013; 370,000 compounds, 0.31% hits; MBD2 binding to methylated oligonucleotide; Methyl-CpG-binding domain protein 2 (Homo sapiens), Q9UBB5; in the data active = inhibition above about 13%
* marks the source's active call; other numbers are inactive results; . = not tested or not shown.

Each structure is followed by: ABHD4 inh	rCAG binder	UHRF1 binding	NR1D1 modulator	TCR CD3 inh	LEDGF integ inh	PRMT1 FP inh	HTRA1 inh	PG9 binder	MBD2 inh
- CC1CCN(c2c(NCC3CCC(C(=O)NC4CCCCCC4)CC3)c(=O)c2=O)CC1 (stereo unspecified)
    6	-5	-1	-3	5	3	-1	5	-1.0	-3
- CCOC(=O)N1CCC(N2C(=O)c3ccccc3C2Nc2cc(Cl)c(OC)cc2OC)CC1 (stereo unspecified)
    6	1	-3	0	1	-3	-2	2	-2.1	-5
- COC(=O)Cn1c2nc3ccccc3nc2c2cccc(C)c21
    -4	2	-2	5	-3	0	-2	-17	3.6	4
- CC(C)(C)Cc1c(-c2ccco2)nc2ccc(Cl)cn12
    7	7	4	-2	3	2	3	.	-0.4	5
- COc1cccc(NC(=O)COc2nc3ccccc3nc2C)c1
    -7	6	2	2	1	5	-7	-13	-4.0	-12
- CCOc1ncccc1C(=O)Nc1ccc(OC)c(S(=O)(=O)N2CCCCC2)c1
    -5	-3	5	6	-1	-3	7	-1	-0.8	4
- CCOC(=O)[C@H]1[C@H]2COc3ccc(C)cc3[C@@H]2N2C(=O)c3cc(C)ccc3NC(=O)[C@@]12C
    -1	0	4	-1	-2	1	-4	-6	0.0	-2
- CC1CN(C(C)C(=O)NNC(=O)c2ccc(F)cc2)CC(C)O1 (stereo unspecified)
    3	4	5	-3	1	1	-4	-5	-0.3	-2
- O=S(=O)(NCCc1ccncc1)c1ccc(Br)cc1
    -3	1	-1	4	12	-2	1	2	0.7	4
- Cc1nc(Cc2nnc(SCC(=O)N3CCN(c4ccc(O)cc4)CC3)o2)cs1
    5	4	-5	-8	-5	1	6	2	1.4	-5
- COc1ccc(-c2cc(C(=O)N/N=C/c3cccnc3)c3ccccc3n2)c(OC)c1
    -10	0	1	1	-6	1	-2	-18	-1.0	-2
- COc1ccc(N(CC(=O)NCc2ccco2)S(C)(=O)=O)cc1
    1	1	0	-3	0	-2	1	1	-0.3	-1
- Cc1cc(OCc2nc(-c3cccs3)no2)cc(C)c1Cl
    -19	1	9	7	-4	2	9	-19	-2.2	10
- O=C(CNC(=O)OCc1ccccc1)NCC(=O)N1CCCC1C(=O)OCc1ccccc1 (stereo unspecified)
    4	-1	1	0	2	3	-1	10	0.6	2
- Clc1cccc(OCCOCCN2CCNCC2)c1Cl
    6	-3	2	1	-6	-7	7	.	-0.7	0
- O=C(Nc1nnc(SCc2ccccc2)s1)c1cc2c(s1)CCCC2
    -13	7	0	52*	3	-2	0	-3	9.7*	1
- O=C(c1ccccc1)c1cc(-c2ccccc2)on1
    -2	1	-2	-3	-3	2	-4	-10	1.0	1
- CN(C(=O)c1cnccn1)c1nnc(-c2cnccn2)s1
    6	0	-1	-5	1	0	2	2	0.1	-4
- Cc1cccc(/C=C(\C(=O)O)c2ccc(S(=O)(=O)N3CCCC3)s2)c1
    6	19	4	-5	6	5	-1	-14	-0.2	0
- COc1ccc(-c2nn(C)c3sc(C(=O)NCc4ccco4)cc23)cc1OC
    -2	4	-2	58*	4	1	2	-26	10*	-1

Shown in CSV form: entries from further up.
SMILES,ABHD4 inh,rCAG binder,UHRF1 binding,NR1D1 modulator,TCR CD3 inh,LEDGF integ inh,PRMT1 FP inh,HTRA1 inh,PG9 binder,MBD2 inh
O=C(CNC(=O)OCc1ccccc1)NCC(=O)N1CCCC1C(=O)OCc1ccccc1 (stereo unspecified),4,-1,1,0,2,3,-1,10,0.6,2
COc1ccc(-c2nn(C)c3sc(C(=O)NCc4ccco4)cc23)cc1OC,-2,4,-2,58*,4,1,2,-26,10*,-1
Cc1cc(OCc2nc(-c3cccs3)no2)cc(C)c1Cl,-19,1,9,7,-4,2,9,-19,-2.2,10
CN(C(=O)c1cnccn1)c1nnc(-c2cnccn2)s1,6,0,-1,-5,1,0,2,2,0.1,-4

(continued)
Short forms: A = ABHD4 inh; B = rCAG binder; C = UHRF1 binding; D = NR1D1 modulator; E = TCR CD3 inh; F = LEDGF integ inh; G = PRMT1 FP inh; H = HTRA1 inh; I = PG9 binder; J = MBD2 inh
Cc1ccc(OCC(=O)N2CCN(C3=NS(=O)(=O)c4ccccc43)CC2)cc1
  A = 4; B = 0; C = -6; D = 0; E = -2; F = -1; G = -3; H = 4; I = 1.8; J = 0
COc1ccc(C(C)=O)cc1Cn1c(C)c(C(=O)NCc2cccc(C)c2)sc1=O
  A = -1; B = 1; C = -3; D = -4; E = 4; F = -1; G = -1; H = .; I = 1.2; J = 4
O=c1c2c([nH]c3ccccc13)CCC2
  A = 3; B = -2; C = 3; D = 3; E = -9; F = -4; G = 8; H = 0; I = 2.5; J = 0
CC1CCC(NC(=O)CCN2C(=O)C3C4C=CC(C4)C3C2=O)CC1 (stereo unspecified)
  A = 2; B = 0; C = -2; D = 3; E = 4; F = 0; G = 1; H = 3; I = -1.6; J = -6
O=C(Nc1nnc(S(=O)(=O)N2CCCCC2)s1)c1ccccc1Br
  A = -11; B = 22; C = -2; D = -2; E = -6; F = 4; G = -3; H = 4; I = 1.9; J = -2

Entries above with two or more sulfur atoms:
Short forms: A = ABHD4 inh; B = rCAG binder; C = UHRF1 binding; D = NR1D1 modulator; E = TCR CD3 inh; F = LEDGF integ inh; G = PRMT1 FP inh; H = HTRA1 inh; I = PG9 binder; J = MBD2 inh
Cc1nc(Cc2nnc(SCC(=O)N3CCN(c4ccc(O)cc4)CC3)o2)cs1
  A = 5; B = 4; C = -5; D = -8; E = -5; F = 1; G = 6; H = 2; I = 1.4; J = -5
O=C(Nc1nnc(SCc2ccccc2)s1)c1cc2c(s1)CCCC2
  A = -13; B = 7; C = 0; D = 52*; E = 3; F = -2; G = 0; H = -3; I = 9.7*; J = 1
Cc1cccc(/C=C(\C(=O)O)c2ccc(S(=O)(=O)N3CCCC3)s2)c1
  A = 6; B = 19; C = 4; D = -5; E = 6; F = 5; G = -1; H = -14; I = -0.2; J = 0
O=C(Nc1nnc(S(=O)(=O)N2CCCCC2)s1)c1ccccc1Br
  A = -11; B = 22; C = -2; D = -2; E = -6; F = 4; G = -3; H = 4; I = 1.9; J = -2

High-throughput results deposited in PubChem by several laboratories.

Some of the compounds tested, so the mix of outcomes need not match the whole.
